# IDH1 R132H inh – blocks human IDH1 R132H reductase activity; O75874; diaphorase/resazurin fluorescence, 60 min; inhibition, % at 10 µM; actives 0.18% (n = 70,000); in the data active means inhibition above about 34%;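 further: 0% = DMSO and 100% = no enzyme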
# PRC2 inh – inhibitors of human EZH2/PRC2 methyltransferase | inhibition, % at 12.5 µM | Q15910 | actives 0.35% (n = 57,000) | PRC2 H3K27 methylation, DELFIA TRF, 1 h;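 active means mean inhibition of replicates at least 50% and every single replicate also reaching 50%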;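 further: dimethyl H3K27 on biotinylated H3 21-44 peptide detected by antibody; plate controls were median neutral control wells for no effect and median positive control wells for full effect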
# Target sequence (Q15910 whole entry, looked up): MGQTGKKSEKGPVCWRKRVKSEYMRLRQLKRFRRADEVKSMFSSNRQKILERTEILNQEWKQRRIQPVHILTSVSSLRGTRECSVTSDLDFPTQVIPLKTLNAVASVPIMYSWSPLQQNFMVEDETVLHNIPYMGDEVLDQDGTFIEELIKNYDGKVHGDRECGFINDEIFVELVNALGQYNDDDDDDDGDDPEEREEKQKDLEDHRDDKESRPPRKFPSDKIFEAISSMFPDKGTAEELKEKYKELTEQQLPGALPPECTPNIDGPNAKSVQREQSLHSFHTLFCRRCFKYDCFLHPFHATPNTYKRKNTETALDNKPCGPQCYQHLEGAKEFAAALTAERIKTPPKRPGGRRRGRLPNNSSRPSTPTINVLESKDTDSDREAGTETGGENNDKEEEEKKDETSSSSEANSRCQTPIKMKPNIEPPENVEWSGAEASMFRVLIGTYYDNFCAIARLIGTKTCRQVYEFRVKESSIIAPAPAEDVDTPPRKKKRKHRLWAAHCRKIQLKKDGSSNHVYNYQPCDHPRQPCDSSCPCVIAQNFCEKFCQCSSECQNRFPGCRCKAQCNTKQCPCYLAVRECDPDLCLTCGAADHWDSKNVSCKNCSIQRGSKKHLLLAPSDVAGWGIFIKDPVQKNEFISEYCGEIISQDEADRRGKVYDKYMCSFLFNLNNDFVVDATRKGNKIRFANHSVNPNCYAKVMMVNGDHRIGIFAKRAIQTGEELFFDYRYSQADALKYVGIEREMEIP
# * = called active by the depositor; . = no result given. The list is partial; the hit share may differ from the screen's.
SMILES,IDH1 R132H inh,PRC2 inh
C[C@H](CO)N1C[C@H](C)[C@H](CN(C)Cc2ccccc2)Oc2ccc(NS(=O)(=O)c3ccccc3)cc2C1=O,.,5
COC(=O)c1sccc1NC(=O)CSc1nnnn1-c1ccccc1C,-0.1,17
C[C@H](CO)N1C[C@H](C)[C@H](CN(C)C(=O)Nc2ccccc2F)OCc2cn(nn2)CCCC1=O,0.8,7
C[C@@H]1CN([C@@H](C)CO)C(=O)c2cc(-c3ccc(C#N)cc3)cnc2O[C@@H]1CN(C)Cc1cncnc1,0.2,-5
CNC[C@@H]1OCCCC[C@H](C)Oc2ccc(NC(=O)NC3CCCCC3)cc2C(=O)N([C@@H](C)CO)C[C@H]1C,.,-17
COc1ccc(S(=O)(=O)N(C)C[C@@H]2Oc3ccc(NC(=O)Nc4ccc(C(F)(F)F)cc4)cc3CC(=O)N([C@H](C)CO)C[C@@H]2C)cc1,1.5,.
C[C@H]1CN([C@@H](C)CO)C(=O)Cc2cc(NC(=O)Cn3cnnn3)ccc2O[C@@H]1CN(C)Cc1ccc(C(=O)Nc2ccccc2N)cc1,0.1,-13
CN1CCN(C(=O)C[C@@H]2C[C@@H]3c4cc(NC(=O)Nc5ccc(F)cc5)ccc4O[C@@H]3[C@@H](CO)O2)CC1,1.1,30
CCCC(O)C#Cc1cnc2c(c1)C(=O)N([C@H](C)CO)C[C@H](C)[C@H](CN(C)S(=O)(=O)c1ccc(C)cc1)O2 (some centres undefined),.,-9
CCCN1C[C@@H](C)[C@@H](OC)CN(C)C(=O)c2ccc(NC(=O)C3CCC3)cc2OC[C@@H]1C,0.2,-2
C[C@@H]1CN([C@@H](C)CO)C(=O)Cc2cc(NS(=O)(=O)c3cn(C)cn3)ccc2O[C@@H]1CN(C)Cc1ccc(C(=O)Nc2ccccc2N)cc1,6.4,1
C[C@@H]1CN([C@@H](C)CO)S(=O)(=O)c2ccc(C#CCN(C)C)cc2O[C@H]1CN(C)Cc1ccccc1,0.0,.
O=C(c1ccc(F)cc1)n1nc(-c2ccc(Cl)cc2)nc1NCc1ccco1,0.3,1
O=C1O[C@H](c2ccccc2)[C@H](c2ccccc2)N2[C@H]1[C@@H](C(=O)N1CCN(c3ncccn3)CC1)[C@]1(C(=O)Nc3ccc(C#CC4=CCCCC4)cc31)[C@H]2c1ccccc1OCCO,.,-23
CC(C)NC(=O)Nc1ccc2c(c1)C(=O)N([C@H](C)CO)C[C@H](C)[C@H](CN(C)Cc1ccc(C(=O)O)cc1)O2,-1.9,-5
C[C@H]1CN([C@@H](C)CO)C(=O)c2cccc(N(C)C)c2O[C@@H]1CN(C)C(=O)Nc1ccc(C(F)(F)F)cc1,-0.9,-8
Cc1ccc(NC(=O)Cn2ccc([N+](=O)[O-])n2)cc1C,0.3,-4
C[C@H]1CN([C@@H](C)CO)C(=O)c2cc(-c3cncnc3)cnc2O[C@H]1CN(C)Cc1ccc(Oc2ccccc2)cc1,-7.5,-16
Cc1noc(C)c1NC(=O)N[C@@H]1CC[C@@H](CCNC(=O)C2CCCCC2)O[C@@H]1CO,0.3,3
COc1ccc(NC(=O)Nc2cccc3c2O[C@@H](CN(C)C(=O)Nc2ccc(OC)cc2)[C@@H](C)CN([C@H](C)CO)C3=O)cc1,-1.0,.
CCCC#Cc1ccc2c(c1)O[C@H](CN(C)C(=O)c1cnccn1)[C@H](C)CN([C@@H](C)CO)S2(=O)=O,0.3,.
CC(C)NC(=O)N[C@@H]1CC[C@@H](CCn2cc(-c3ccccc3)nn2)O[C@@H]1CO,-0.5,16
O=C(C[C@@H]1C=C[C@H](NC(=O)Nc2ccc(C(F)(F)F)cc2)[C@H](CO)O1)NCc1cccc(F)c1,0.0,-13
C[C@H](CO)N1C[C@H](C)[C@H](CN(C)C(=O)Nc2ccc(F)cc2)Oc2ncc(-c3cccc(F)c3)cc2C1=O,-1.3,-22
Cc1ccc(S(=O)(=O)Nc2cccc3c2O[C@@H](CN(C)CC2CCCCC2)[C@H](C)CN([C@@H](C)CO)C3=O)cc1,.,5
COc1ccc(S(=O)(=O)Nc2ccc3c(c2)C(=O)N([C@H](C)CO)C[C@@H](C)[C@@H](CN(C)C(=O)Nc2cccc4ccccc24)O3)cc1,-1.0,.
COc1ccc(CCNC(=O)c2cc3ccccc3oc2=O)cc1OC,-0.2,0
C[C@@H]1CN([C@H](C)CO)C(=O)c2cccc(NC(=O)c3ccncc3)c2O[C@@H]1CN(C)C,.,9
CC(C)NC(=O)N(C)C[C@H]1Oc2ccc(NC(=O)CCC(F)(F)F)cc2CC(=O)N([C@@H](C)CO)C[C@@H]1C,3.0,.
C[C@@H]1CCCCO[C@@H](CN(C)S(=O)(=O)c2ccc(F)cc2)[C@H](C)CN([C@@H](C)CO)C(=O)c2cc(NC(=O)C3CCCCC3)ccc2O1,-1.8,.
CCOC(=O)c1ccc(NC(=O)CC2NC3CCCCC3NC2=O)cc1 (centres undefined),0.0,-29
C=CCOC(=O)[C@H]1[C@@H]2C(=O)O[C@@H](c3ccccc3)[C@@H](c3ccccc3)N2[C@@H](c2ccc(OCCOC(=O)[C@H]3C[C@H]4C(=O)NCC(=O)N4[C@H]3c3ccc(O)cc3)cc2)[C@]12C(=O)Nc1ccccc12,.,-27
O=C(CCCCCC(=O)Nc1ccccc1O)N/N=C/[C@H](O)[C@@H](O)[C@H](O)[C@H](O)CO[C@H]1O[C@H](CO)[C@H](O)[C@H](O)[C@H]1O,0.2,4
Cc1ccc(-n2c(SCC(=O)Nc3ccc(C)c(Cl)c3)nnc2-c2ccccc2O)c(C)c1,0.4,13
COc1cccc(S(=O)(=O)NCc2ccc(C(=O)Nc3ccc(Cl)cc3)cc2)c1,0.5,4
CC(C)NC(=O)N(C)C[C@@H]1OCCCC[C@@H](C)Oc2ccc(NC(=O)Nc3ccccc3)cc2C(=O)N([C@H](C)CO)C[C@@H]1C,1.1,-1
COc1cccc(S(=O)(=O)Nc2ccc3c(c2)[C@H]2C[C@H](CC(=O)NCc4cccc(F)c4)O[C@H](CO)[C@H]2O3)c1,-0.4,-18
COc1cccc(NC(=O)N(C)C[C@@H]2Oc3cc(-c4ccccc4F)ccc3S(=O)(=O)N([C@@H](C)CO)C[C@H]2C)c1,-2.7,-7
C[C@H](CO)N1C[C@H](C)[C@H](CN(C)C(=O)Nc2cccc3ccccc23)OCc2cn(nn2)CCCC1=O,2.3,-3
C[C@H]1CN([C@@H](C)CO)C(=O)c2cc(C#Cc3cccc(F)c3)cnc2O[C@H]1CN(C)CC1CCCC1,-1.7,-7
O=C(N/N=C/c1ccc[nH]1)c1ccccc1O,.,3
CS(=O)(=O)N(CC(=O)Nc1cccc(C(F)(F)F)c1)c1ccc(Br)cc1,0.1,31
COc1ccc(S(=O)(=O)N(C)C[C@@H]2Oc3ccc(NS(=O)(=O)c4ccc(C)cc4)cc3CC(=O)N([C@H](C)CO)C[C@H]2C)cc1,1.4,.
C[C@H](CO)N1C[C@H](C)[C@@H](CN(C)C(=O)Nc2ccccc2)OCCCC[C@H](C)Oc2ccc(NS(=O)(=O)c3ccc(F)cc3)cc2C1=O,0.5,.
C[C@H](CO)N1C[C@H](C)[C@@H](CN(C)CC2CCCCC2)Oc2ccc(NC(=O)Cc3ccccc3)cc2C1=O,.,-5
C[C@@H]1CN([C@H](C)CO)C(=O)c2cccc(NS(=O)(=O)c3ccccc3)c2O[C@@H]1CN(C)S(=O)(=O)c1cccs1,-1.6,.
C=C(C(=O)O)[C@@H]1CC[C@@]2(C)CC[C@H](O)[C@@]2(C(C)=O)C1,-0.3,.
CNC[C@H]1Oc2cc(C#CCN(C)C)ccc2S(=O)(=O)N([C@H](C)CO)C[C@H]1C,-0.5,-2
COc1ccc(S(=O)(=O)N(C)C[C@@H]2Oc3ccc(NS(=O)(=O)c4ccc(Cl)cc4)cc3C(=O)N([C@H](C)CO)C[C@@H]2C)cc1,-1.6,.
C[C@H]1CCCCO[C@@H](CN(C)C(=O)Nc2ccccc2)[C@@H](C)CN([C@@H](C)CO)C(=O)c2cc(N(C)C)ccc2O1,-2.8,5
COC(=O)C[C@@H]1C[C@@H]2c3cc(N(C)C)ccc3O[C@@H]2[C@@H](CO)O1,-1.2,-3
C[C@@H]1CN([C@@H](C)CO)C(=O)c2cc(-c3cccc(C#N)c3)cnc2O[C@H]1CN(C)Cc1cccnc1,-0.3,2
C[C@H]1CN([C@@H](C)CO)C(=O)Cc2cc(NC(=O)C3CC3)ccc2O[C@H]1CN(C)C(=O)Nc1ccc2c(c1)OCO2,-0.4,8
CNC[C@H]1Oc2c(NC(=O)C3CCCCC3)cccc2C(=O)N([C@H](C)CO)C[C@@H]1C,0.1,-6
C[C@H](CO)N1C[C@H](C)[C@@H](CN(C)C(=O)C2CC2)Oc2ncc(C#Cc3ccccc3)cc2C1=O,-0.4,-15
C[C@H]1CN([C@@H](C)CO)C(=O)c2cc(NC(=O)CCC(F)(F)F)ccc2O[C@@H]1CN(C)S(=O)(=O)c1ccc(F)cc1,.,2
CC(CCCCC(=O)Nc1ccc(C(F)(F)F)cc1)NCCc1cnc[nH]1 (centres undefined),0.0,.
COCc1cn(CC[C@@H]2CC[C@@H](NC(=O)Nc3ccc(OC)cc3)[C@@H](CO)O2)nn1,-0.1,-2
CCC(=O)N(C)C[C@H]1Oc2cc(C#CCC3CCCC3)ccc2S(=O)(=O)N([C@@H](C)CO)C[C@H]1C,0.0,.
CC(C)NC(=O)N(C)C[C@H]1Oc2ccc(NS(=O)(=O)c3cn(C)cn3)cc2CC(=O)N([C@@H](C)CO)C[C@@H]1C,2.4,.
# Further records follow:
SMILES,IDH1 R132H inh,PRC2 inh
COc1ccc(S(=O)(=O)Nc2cccc3c2O[C@@H](CN(C)Cc2ccncc2)[C@@H](C)CN([C@@H](C)CO)C3=O)cc1,3.4,.
CN1CCN(C(=O)C[C@@H]2C[C@H]3c4cc(NC(=O)CC5CC5)ccc4O[C@H]3[C@H](CO)O2)CC1,-3.3,-2
CCCN(C)C[C@H]1Oc2cc(C#CC3CCCC3)ccc2S(=O)(=O)N([C@H](C)CO)C[C@@H]1C,-0.5,.
O=C(O)C1CC=CCC1C(=O)Nc1ccc(S(=O)(=O)N2CCc3ccccc32)cc1 (centres undefined),3.0,-22
O=C(NCC[C@H]1CC[C@@H](NC(=O)C2CCCC2)[C@H](CO)O1)c1cnccn1,-0.2,22
C[C@H]1CN([C@@H](C)CO)C(=O)Cc2cc(NC(=O)Nc3cccc4ccccc34)ccc2O[C@@H]1CN(C)Cc1ccc(Cl)c(Cl)c1,0.3,.
CO[C@@H]1CN(C)C(=O)c2cc(NC(=O)c3nc4ccccc4s3)ccc2OC[C@H](C)N(Cc2ccncc2)C[C@H]1C,23,-16
CNC[C@@H]1OCCCC[C@H](C)Oc2ccc(NC(=O)Cc3ccccc3)cc2C(=O)N([C@@H](C)CO)C[C@H]1C,1.5,-9
C[C@H]1CN([C@@H](C)CO)C(=O)c2cc(NC(=O)Nc3ccc(C(F)(F)F)cc3)ccc2O[C@H]1CN(C)Cc1ccncc1,0.4,.
CC(C)NC(=O)N(C)C[C@H]1Oc2c(NC(=O)CCCCCC(=O)Nc3ccccc3N)cccc2C(=O)N([C@H](C)CO)C[C@H]1C,-0.3,-2
C[C@@H]1CCCCO[C@H](CN(C)Cc2ccccc2)[C@@H](C)CN([C@@H](C)CO)C(=O)c2cc(NC(=O)Nc3cccc4ccccc34)ccc2O1,-1.8,.
C[C@@H]1CN([C@@H](C)CO)C(=O)c2cc(N(C)C)ccc2O[C@H]1CN(C)Cc1ccccc1,2.5,3
C[C@@H]1CN([C@@H](C)CO)S(=O)(=O)c2ccc(C#CCN(C)C)cc2O[C@H]1CN(C)Cc1ccc(F)cc1,0.5,-1
Cc1ccc(S(=O)(=O)N(C)CC(=O)Nc2ccncc2)cc1,1.9,-11
O=C(C[C@H]1C[C@H]2c3cc(NC(=O)Cc4ccncc4)ccc3O[C@H]2[C@H](CO)O1)NCc1ccc(-c2ccccc2)cc1,0.6,-18
C[C@@H]1CN([C@@H](C)CO)C(=O)c2cc(NC(=O)Cc3cn(C)c4ccccc34)ccc2O[C@@H]1CN(C)Cc1ccc(Cl)c(Cl)c1,-5.5,.

# Assay outcomes (PubChem)
